Screens deposited in PubChem BioAssay by several laboratories.
Rin1 Abl inh: inhibitors of Rin1-Abl protein binding, primary screen, biochemical, TR-FRET. Tyrosine-protein kinase ABL1 (Homo sapiens) + Ras and Rab interactor 1 (Homo sapiens), …. inhibition, % at 7.35 µM. 360,000 compounds, 0.4% hits. AID 588664, 2011; in the data active means inhibition above about 5%, passing the limit was not always enough
SKN-1 inh: suppressors of acrylamide-induced Pgst-4::GFP reporter in worms, primary screen, SKN-1 inhibitor project, whole organism, uHTS, GFP/RFP fluorescence ratio, strain VP596; C. elegans VP596 Pgst-4::GFP/RFP ratio, 24 h; inhibition, % at 21.8 µM; 360,000 compounds, 0.49% hits; AID 624304, 2012;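 active means interference check ratio from 0.5 to 1.5 plus GFP to RFP signal ratio inhibition reaching or exceeding a fixed threshold, cut at about 30% in these data, passing the limit was not always enough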; further: some compounds called inactive have numbers as strong as hits
NadD inh: inhibitors of S. aureus NadD, primary screen, biochemical, colorimetric, uHTS; AID 602399, 2012; Nicotinate-nucleotide adenylyltransferase NadD (Staphylococcus aureus N315); 360,000 compounds, 0.78% hits; purified NadD enzyme, colorimetric absorbance read-out; inhibition, % at 20 µM; in the data active means inhibition above about 26%; further: some compounds past the cut are filed as inactive
MT1-MMP act inh: blockers of MT1-MMP proenzyme processing, primary screen, HT1080 RFP-PRO-GFP cells, GFP/RFP fluorescence; Matrix metalloproteinase-14 (Homo sapiens), P50281; GFP/RFP ratio fluorescence, overnight; percent of plate control window, DMSO zero; GFP/RFP ratio change, % at 20 µM; 360,000 compounds, 0.061% hits; AID 651647, 2012;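 active means GFP/RFP ratio change of at least 30% with cell ATP level not reduced by more than half and red fluorescence within 50% of control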; further: strong numbers were not always called active
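Material: RFP-PRO-GFP reporter HT1080 cells. Dosing: single-point 20 µM compound, 1% DMSO. Controls: DMSO and RFP-L50D-GFP cell wells. Timing: cells overnight before dosing, compound overnight, 37 °C, 5% CO2. Measure: GFP/RFP fluorescence ratio.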
FAS TE block: FAS thioesterase domain inhibitors, primary screen, biochemical, fluorescence intensity, uHTS. Fatty acid synthase (Homo sapiens), P49327. recombinant FAS-TE, OMFH fluorogenic substrate, fluorescence endpoint. inhibition, % at 15 µM. 360,000 compounds, 0.67% hits. AID 602261, 2012;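 active means compounds whose normalised, plate-corrected inhibition of enzyme fluorescence in the single-dose primary screen is 50% or more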;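 further: 0% = DMSO with enzyme and 100% = substrate without enzyme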
Rpn11 inh: Rpn11 (PSMD14) deubiquitinase inhibitors, primary screen, biochemical, fluorescence polarization, uHTS; 26S proteasome non-ATPase regulatory subunit 14 (Homo sapiens), O00487; human 26S proteasome, Ub4-pepOG fluorescence polarization; 20S core pre-blocked with epoxomicin; calls only at 20 µM; 360,000 compounds, 0.59% hits;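 active means inhibition at 20 µM, scaled to each plate's controls, above about 33%, limit read from the data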
CSN deneddyl inh: inhibitors of CSN-mediated cullin deneddylation, primary screen, biochemical, fluorescence polarization, uHTS; Purified CSN, SCF-Nedd8-OG deneddylation; inhibition, % at 12.5 µM; 360,000 compounds, 0.38% hits; AID 651999, 2013;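 active means pattern-corrected inhibition above about 35%, with an unprinted fluorescence ratio check between 0.5 and 1.5, limit read from the data, passing the limit was not always enough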;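 further: 0% = enzyme with substrate and 100% = substrate without enzyme; some results filed as inactive read as strong as hits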
Target sequence (Q92905 whole entry, looked up, one chain of several): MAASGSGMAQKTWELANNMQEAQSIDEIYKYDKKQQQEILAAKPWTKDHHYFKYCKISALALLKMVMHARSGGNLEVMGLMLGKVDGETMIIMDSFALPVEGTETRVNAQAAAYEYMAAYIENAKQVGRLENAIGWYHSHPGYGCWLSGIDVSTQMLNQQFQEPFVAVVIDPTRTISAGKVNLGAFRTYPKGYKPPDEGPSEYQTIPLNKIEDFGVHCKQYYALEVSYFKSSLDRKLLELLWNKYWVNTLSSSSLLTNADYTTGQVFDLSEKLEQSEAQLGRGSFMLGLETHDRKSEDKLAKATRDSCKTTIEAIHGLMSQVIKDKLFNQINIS
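assay system = purified human Csn5 enzyme expressed in HEK293T cells | amount = 0.24 nM enzyme | buffer or medium = Tris/NaCl/DTT buffer, pH 7.5 | reagent = 10 nM SCFSkp2-Nedd8OG | compound = one concentration, 12.5 µM, 0.25% DMSO | times = 90 min reaction at room temperature | signal = FP | read-out basis = % inhibition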
Neddylation inh: inhibitors of cullin neddylation, primary screen, biochemical, TR-FRET, uHTS, NAE and Ubc12 | calls only at 25 µM | 360,000 compounds, 0.58% hits | AID 651699, 2012 | NEDD8-conjugating enzyme Ubc12 (Homo sapiens) + NEDD8-activating enzyme E1 regulatory …; in the data active means inhibition above about 36%
Target sequence (P61081 whole entry, looked up): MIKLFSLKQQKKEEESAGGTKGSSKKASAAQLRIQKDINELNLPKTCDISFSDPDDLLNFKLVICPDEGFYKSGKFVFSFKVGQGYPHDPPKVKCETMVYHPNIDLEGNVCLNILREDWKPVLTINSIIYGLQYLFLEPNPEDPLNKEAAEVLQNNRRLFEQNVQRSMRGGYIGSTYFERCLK
Target sequence (Q13564 whole entry, looked up): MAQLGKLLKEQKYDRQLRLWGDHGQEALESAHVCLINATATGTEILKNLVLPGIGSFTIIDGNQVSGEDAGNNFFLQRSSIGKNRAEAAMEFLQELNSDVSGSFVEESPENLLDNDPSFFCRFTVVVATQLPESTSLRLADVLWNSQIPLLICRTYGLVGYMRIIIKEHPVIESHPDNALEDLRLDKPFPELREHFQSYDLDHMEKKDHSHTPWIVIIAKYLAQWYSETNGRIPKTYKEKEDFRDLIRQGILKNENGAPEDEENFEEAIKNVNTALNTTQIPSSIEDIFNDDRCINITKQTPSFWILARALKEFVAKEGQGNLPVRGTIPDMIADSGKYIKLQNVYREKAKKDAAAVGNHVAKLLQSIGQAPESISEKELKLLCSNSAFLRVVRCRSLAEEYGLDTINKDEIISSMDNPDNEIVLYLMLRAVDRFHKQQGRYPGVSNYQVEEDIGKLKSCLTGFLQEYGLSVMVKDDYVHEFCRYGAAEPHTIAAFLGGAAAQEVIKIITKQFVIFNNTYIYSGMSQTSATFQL
PABP1 MLLE inh: inhibitors of PABP1 MLLE–PAM2 peptide binding, primary screen, biochemical, fluorescence polarization, FITC-PAM2, GST-MLLE; 360,000 compounds, 0.36% hits; inhibition, % at 20 µM; Polyadenylate-binding protein 1 (Homo sapiens), P11940; AID 588489, 2011; in the data active means inhibition above about 35%, passing the limit was not always enough;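 further: plate controls were DMSO wells with GST-MLLE for no effect and wells lacking GST-MLLE protein for full effect; some results filed as inactive read as strong as hits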
Numbers without * were called inactive; i = inactive; / = not tested or not shown.

SMILES	Rin1 Abl inh	SKN-1 inh	NadD inh	MT1-MMP act inh	FAS TE block	Rpn11 inh	CSN deneddyl inh	Neddylation inh	PABP1 MLLE inh
Cc1noc(C)c1CSc1ccccc1C(=O)O	1	-15	2	3	-6	i	0	i	15
CCOc1ccc(C(=O)OCC(=O)NC2CCCC2)cc1OCC	0	9	-2	-2	-1	i	7	i	4
CCOc1cc(NS(=O)(=O)c2ccc(OC)cc2)c(OCC)cc1NC(=O)c1ccco1	-4	6	2	5	23	i	0	i	12
Cc1ccsc1C(=O)N1CCCC(CCC(=O)NCc2ccc(F)c(F)c2)C1 (stereo not given)	-1	1	-2	-1	-5	i	5	i	7
CCN(C)C1CN(Cc2cn(Cc3ccc(F)cc3)nn2)S(=O)(=O)C1 (stereo not given)	/	11	-1	3	-10	/	0	i	/
CC(=O)N(CCO)Cc1cc2cc(C)cc(C)c2[nH]c1=O	3	3	1	3	-3	i	-1	i	-5
COCCNC(=O)C1CC2Cn3c(nc4cc(Cl)c(Cl)cc43)C2N1C (stereo not given)	-1	4	3	9	-5	i	-2	i	-6
Cc1ccc(C)c2[nH]c(=O)c(CCNC(=O)c3ccc4c(c3)OCO4)cc12	-3	-12	-8	5	-2	i	-2	i	5
COc1cccc(/C=N/Nc2ccc([N+](=O)[O-])cn2)c1O	0	15	2	10	8	i	-2	i	11
Fc1ccc2cc(-c3ccsc3)ncc2c1	1	22	-1	4	12	i	3	i	-5
Cc1ccc(S(=O)(=O)N2CCOCC2)cc1C(=O)OCC(=O)NC1CCCC(C)C1C (stereo not given)	1	1	-2	-4	6	i	-3	i	6
Cc1cc(C)c(NC(=O)COC(=O)C2=COCCO2)c(Cl)c1	2	-2	-5	1	-3	i	2	i	-4
CN(CCC(=O)Nc1cc(S(=O)(=O)N(C)C)ccc1Cl)CC(=O)Nc1ccc(F)cc1	2	20	-1	5	2	i	-2	i	-8
CC(C)OC(=O)c1ccc(COC(=O)c2cccc(-c3nnc(-c4ccccc4)o3)c2)cc1	3	-14	1	-2	27	i	-6	i	-3
Cc1ccc(S(=O)(=O)N2CCN(C(=O)CSc3ccc(Cl)cc3)CC2)cc1	1	18	-4	-4	24	i	4	i	-4
Cc1ccc(N(CC(=O)NCc2ccc(F)cc2)S(=O)(=O)c2cccs2)cc1	2	0	0	-2	8	i	2	i	3
CCOC(=O)c1sc2ncn(/N=C/c3ccc(O)c(OC)c3)c(=O)c2c1C	4	-1	2	5	2	i	2	i	5
Cc1cccc(CC2S/C(=N/c3ccccn3)NC2=O)c1 (stereo not given)	-1	-3	-3	3	-8	i	4	i	-5
Cc1ccc(NC(=O)C2COc3ccccc3O2)cc1S(=O)(=O)N1CCCCC1 (stereo not given)	-1	24	-6	-4	32	i	-3	i	5
CC(=O)c1cccc(OCC(O)CNCC2CCCCC2)c1 (stereo not given)	2	-12	-6	-5	-3	i	-4	i	10
CC1CCCCC1NC(=O)/C(C#N)=C/C=C/c1ccccc1[N+](=O)[O-] (stereo not given)	3	8	-4	-56	-152	i	15	i	-9
CC(=O)N1CCN(C(=O)COC(=O)c2oc3ccccc3c2C)CC1	-1	-23	5	0	-3	i	0	i	9
CCCCN(C)CCCNC(=O)c1ccc(N2CCCC2=O)cc1	-1	-4	-2	-2	-2	i	3	i	-11
O=C1CSC(c2ccccc2Cl)N1 (stereo not given)	0	5	2	-2	-4	i	-14	i	7
O=S(=O)(/N=C(/NNS(=O)(=O)c1ccccc1)c1ccccc1)c1ccccc1	4	-2	0	1	-3	i	5	i	1
COc1ccccc1NC(=O)CN1CCN(C(=O)C2CCCO2)CC1 (stereo not given)	6	3	0	0	-7	i	-1	i	1
Cc1cc(OCC(=O)N(Cc2ccccc2)C2CCS(=O)(=O)C2)ccc1Cl (stereo not given)	-2	21	-5	-2	9	i	0	i	1
O=C(CN1CCCC1)N1CCCC(c2ccc(F)cc2)c2ccc(F)cc21 (stereo not given)	0	4	-6	-2	-4	i	-1	i	-1
O=C(CN1C(=O)c2ccccc2S1(=O)=O)NCc1ccc2c(c1)OCO2	-1	3	6	2	-7	i	-2	i	2
CCCN(CC(=O)NC(=O)NC1CCCCC1)CC(=O)Nc1cc(Cl)ccc1Cl	-4	-22	-3	0	28	i	-3	i	-7
O=C(Nc1ccc(O)cc1)/C(=C/c1ccco1)NC(=O)c1ccccc1	-2	-1	-4	3	-3	i	-3	i	6
Cc1ccc(CN2C(=O)CCC2C(=O)NCC2CCCO2)cc1 (stereo not given)	1	5	2	9	-14	i	-2	i	-1
CCOC(=O)CN1CC23C=CC(O2)C(C(=O)Nc2ccc(F)c(C)c2)C3C1=O (stereo not given)	-5	4	9	-3	-3	i	-4	i	-2
COc1cccc(N2CCN(CC(=O)N3CCN(S(=O)(=O)c4ccc(Cl)cc4)CC3)CC2)c1	-1	4	0	0	8	i	1	i	-17
COc1ccc(/C=C(\NC(=O)c2ccco2)C(=O)Nc2ccc(C(C)=O)cc2)cc1	0	7	-1	-1	-4	i	6	i	-10
Cc1ccc2c(Cn3ccnc3)cc(=O)oc2c1C	2	7	2	-3	-4	i	-2	i	-4
Cc1ccc(-c2nnn(Cc3nc(N)nc(N4CCOCC4)n3)n2)cc1	-3	-27	-5	6	0	i	2	i	-7
O=C(CCSc1ccccc1)NNC(=O)c1ccccc1F	0	-10	-1	5	-4	i	-3	i	0
CNS(=O)(=O)c1cccc(C(=O)OCC(=O)N2c3ccccc3NC(=O)C2(C)C)c1	-4	-18	-1	9	-4	i	0	i	-11
COc1ccc(-c2csc(C(O)c3ccc(F)c(F)c3)n2)cc1 (stereo not given)	2	23	-9	-1	23	i	-1	i	0
COc1ccc(CCNS(=O)(=O)CCNC(=O)c2ccc(OC)cc2)cc1	-3	7	-2	-1	-7	i	-6	i	3
CC(C)(C)n1nc2c(c1NC(=O)Cc1ccc([N+](=O)[O-])cc1)CS(=O)(=O)C2	2	0	1	1	-3	i	2	i	-1
O=C(CCn1c(=O)[nH]c2ccsc2c1=O)N1CC(=O)N(CCc2ccccc2)C(=O)C1	3	-13	1	-1	-8	i	-2	i	8
CC(C)OC(=O)CSc1nnc(COc2ccc([N+](=O)[O-])cc2)n1C	-1	-13	1	1	-6	i	-6	i	1
N#C/C(=C\c1ccccc1OCc1ccc(C(=O)O)cc1)C(=O)Nc1ccc(O)cc1	-1	0	2	-2	12	i	-7	i	9

Exported as labelled records: four of the compounds above
Cc1ccc(CN2C(=O)CCC2C(=O)NCC2CCCO2)cc1 (stereo not given)
  Rin1 Abl inh: 1
  SKN-1 inh: 5
  NadD inh: 2
  MT1-MMP act inh: 9
  FAS TE block: -14
  Rpn11 inh: i
  CSN deneddyl inh: -2
  Neddylation inh: i
  PABP1 MLLE inh: -1

CCOC(=O)CN1CC23C=CC(O2)C(C(=O)Nc2ccc(F)c(C)c2)C3C1=O (stereo not given)
  Rin1 Abl inh: -5
  SKN-1 inh: 4
  NadD inh: 9
  MT1-MMP act inh: -3
  FAS TE block: -3
  Rpn11 inh: i
  CSN deneddyl inh: -4
  Neddylation inh: i
  PABP1 MLLE inh: -2

COc1cccc(N2CCN(CC(=O)N3CCN(S(=O)(=O)c4ccc(Cl)cc4)CC3)CC2)c1
  Rin1 Abl inh: -1
  SKN-1 inh: 4
  NadD inh: 0
  MT1-MMP act inh: 0
  FAS TE block: 8
  Rpn11 inh: i
  CSN deneddyl inh: 1
  Neddylation inh: i
  PABP1 MLLE inh: -17

COc1ccc(/C=C(\NC(=O)c2ccco2)C(=O)Nc2ccc(C(C)=O)cc2)cc1
  Rin1 Abl inh: 0
  SKN-1 inh: 7
  NadD inh: -1
  MT1-MMP act inh: -1
  FAS TE block: -4
  Rpn11 inh: i
  CSN deneddyl inh: 6
  Neddylation inh: i
  PABP1 MLLE inh: -10

Continued.
SMILES	Rin1 Abl inh	SKN-1 inh	NadD inh	MT1-MMP act inh	FAS TE block	Rpn11 inh	CSN deneddyl inh	Neddylation inh	PABP1 MLLE inh
COc1ccc(C2=Nn3c(nnc3-c3ccccc3OC)SC2)cc1OCC1CC1	0	-3	13	20	-17	i	-2	i	-49
CC1CC(C)CN(c2nc(N(C)c3ccccc3)nc(N)c2[N+](=O)[O-])C1 (stereo not given)	-1	6	0	0	30	i	-2	i	-10
CC(C)C(c1nnnn1Cc1ccco1)N1CCN(C2CCCC2)CC1 (stereo not given)	1	51*	1	2	-8	i	2	i	4
O=C(c1ccc(F)cc1)N(Cc1ccco1)C1CCS(=O)(=O)C1 (stereo not given)	7	-2	0	4	-4	i	-1	i	12
CC1(C)COC(/C=C/c2cccc([N+](=O)[O-])c2)=N1	1	-8	0	-11	-5	i	-2	i	1
O=C(CSc1nnc(-c2ccccn2)o1)Nc1ccccc1Cl	-1	8	1	2	1	i	-3	i	-9
COc1ccc(N(C)C(=O)Cn2c(=O)oc3ccccc32)c(OC)c1	1	2	-5	-5	1	i	-3	i	-12
N#C/C(=C\c1ccc(-c2cccc([N+](=O)[O-])c2)o1)C(=O)N1CCOCC1	-8	12	-4	-7	8	i	-3	i	5
CCCCOCCO	-1	1	6	0	-4	i	-2	i	1
COc1cccc(/C=N/NC(=O)CSc2nnc(C)n2-c2ccccc2)c1OC	2	-7	6	-1	-5	i	1	i	-3
Cc1onc(-c2ccccc2)c1C(=O)OCc1nnc(-c2ccccc2)o1	1	13	-9	2	17	i	1	i	-13
COC(=O)[C@H](C)NC(=O)Nc1cccc(C)c1	-2	8	-2	1	-2	i	3	i	-5
CCc1nc2ccc(C(=O)NCCOc3ccc(OC)cc3)cn2c1N(C)Cc1ccc(N(C)C)cc1	-1	13	-1	4	12	i	-1	i	12
Cc1ccc(/C=N\NC(=O)c2cncc(Br)c2)o1	-1	4	4	1	-9	i	14	i	11
CC(=O)Oc1cc(O)c2c(=O)c(OC(C)=O)c(-c3ccc(OC(C)=O)c(OC(C)=O)c3)oc2c1	4	7	0	-36	4	i	5	i	-15
CC(C)c1ccc2[nH]c3nc(SCC(=O)N4CCOCC4)nnc3c2c1	-2	0	-3	5	-2	i	3	i	-26
O=C(CC(=O)c1ccccc1)CC(O)(C=Cc1ccccc1)c1ccccc1 (stereo not given)	2	14	9	2	13	i	4	i	-1
C/C(CC(=O)Nc1ccc(C)c(Cl)c1)=N\NC(=O)c1ccco1	0	22	-4	1	-1	i	-3	i	-4
O=c1oc2ccccc2cc1N1CCOCC1	-1	4	-3	1	1	i	3	i	-6
COC(=O)c1ccc(N2CCN(C(C)=O)CC2)c(NC(=O)COc2ccccc2C)c1	4	10	-3	1	0	i	-6	i	13
Cc1ccc(NC(=O)CSc2nnc(-c3ccccc3C)o2)cc1C	4	-2	-7	3	18	i	-2	i	6
